Screening data (PubChem BioAssay)
HIF-2a block – inhibitors of HIF-2a; AID 624352; hit rate 0.72% among 360,000; 786-0 RCC cells HIF-2a reporter, luciferase luminescence, overnight; inhibition, % at 18.8 µM;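 active = inhibition of the luminescence signal of 40% or more relative to plate controls, in a single-dose primary screen at 18.75 µM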
NR2E3 ag-1 – human photoreceptor-specific nuclear receptor agonism. CHO-S Gal4-NCOR/VP16-NR2E3 two-hybrid, luciferase. hit rate 0.35% among 360,000. Q9Y5X4. inhibition of corepressor binding, % at 3.98 µM. AID 602229;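 active = inhibition above the mean of all tested compounds plus 3 SD, cut at about 70% in these data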;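 also: 0% = DMSO with NR2E3 transfected cells and 100% = cells lacking NR2E3 construct; higher means lower luciferase signal from less NR2E3 corepressor binding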
Target sequence (Q9Y5X4 whole entry, looked up, the tested form may be a part): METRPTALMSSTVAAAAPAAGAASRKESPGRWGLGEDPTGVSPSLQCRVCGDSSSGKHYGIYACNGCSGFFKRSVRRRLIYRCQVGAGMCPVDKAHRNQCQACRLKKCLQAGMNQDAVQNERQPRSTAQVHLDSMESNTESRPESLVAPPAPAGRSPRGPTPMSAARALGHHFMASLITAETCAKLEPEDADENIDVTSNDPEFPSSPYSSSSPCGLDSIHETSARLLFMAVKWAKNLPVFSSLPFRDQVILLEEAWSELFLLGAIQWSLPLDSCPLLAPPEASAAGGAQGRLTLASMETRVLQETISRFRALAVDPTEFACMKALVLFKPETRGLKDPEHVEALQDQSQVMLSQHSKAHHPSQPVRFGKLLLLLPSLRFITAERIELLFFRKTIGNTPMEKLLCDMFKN
NR2E3 ag-2 – NR2E3 (human) agonism; hit rate 0.12% among 320,000; GST-NR2E3/biotin-RetCOR TR-FRET, 1536-well; Q9Y5X4; inhibition of corepressor binding, % at 4.78 µM; AID 2300;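 active = percent inhibition above the cutoff of mean plus 3 SD of all tested compounds, set per screening campaign, cut at about 20% in these data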;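 also: 0% = DMSO wells and 100% = biotin wells as full block of FRET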
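Material – GST-tagged NR2E3 plus biotinylated RetCOR corepressor · Quantity – NR2E3 fusion 1.35 nM · Times – 5 h incubation at 4 °C · Medium – pH 7.5 Tris-based buffer · Technique – TR-FRET, Eu(K)-anti-GST donor, streptavidin-D2 acceptor, ex 340, em 617/671 nm · Benchmarks – high control biotin, low control 0.6% DMSO · Format – 1536-well plates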
MITF TRPM1 inh – inhibitors of MITF-driven TRPM1 promoter in melanoma cells | inhibition, % at 12.5 µM | SK-MEL-5 TRPM1 promoter luciferase, 24 h | hit rate 0.83% among 330,000;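 active = mean inhibition across replicates of 60% or more, whatever share of single replicates reaches that level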; also: values of inactives mirror those of a sister screen read the other way
CF NFkB block – inhibitors of cystic fibrosis induced NF-kB | KKLEB NF-kB-GFP reporter, PAF-induced, GFP fluorescence overnight | inhibition, % at 5 µM | hit rate 0.86% among 360,000 | AID 588850;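 active = at least 50% inhibition at 5 µM, scaled per plate between neutral and stimulator controls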;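 also: PAF is a Pseudomonas aeruginosa culture filtrate used as stimulus; plate controls were PAF-stimulated DMSO wells for no effect and unstimulated DMSO wells for full effect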
Peg3 promoter – reduces Peg3 promoter-driven luciferase expression in HeLa; HeLa PEG-Prom luciferase reporter, luminescence, overnight; inhibition, % at 20 µM; hit rate 1.7% among 360,000; AID 588405;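 active = inhibition of at least 50% at 20 µM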
PDI inh – PDI (human) enzyme inhibition; hit rate 0.052% among 350,000; inhibition, % at 10 µM; PDI insulin aggregation turbidity, A650, 90 min; P07237;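 active = mean inhibition across replicates of 30% or more, whatever share of single replicates reach that level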;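 also: absorbance from insulin aggregation driven by PDI reduction with DTT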
Target sequence (P07237 whole entry, looked up): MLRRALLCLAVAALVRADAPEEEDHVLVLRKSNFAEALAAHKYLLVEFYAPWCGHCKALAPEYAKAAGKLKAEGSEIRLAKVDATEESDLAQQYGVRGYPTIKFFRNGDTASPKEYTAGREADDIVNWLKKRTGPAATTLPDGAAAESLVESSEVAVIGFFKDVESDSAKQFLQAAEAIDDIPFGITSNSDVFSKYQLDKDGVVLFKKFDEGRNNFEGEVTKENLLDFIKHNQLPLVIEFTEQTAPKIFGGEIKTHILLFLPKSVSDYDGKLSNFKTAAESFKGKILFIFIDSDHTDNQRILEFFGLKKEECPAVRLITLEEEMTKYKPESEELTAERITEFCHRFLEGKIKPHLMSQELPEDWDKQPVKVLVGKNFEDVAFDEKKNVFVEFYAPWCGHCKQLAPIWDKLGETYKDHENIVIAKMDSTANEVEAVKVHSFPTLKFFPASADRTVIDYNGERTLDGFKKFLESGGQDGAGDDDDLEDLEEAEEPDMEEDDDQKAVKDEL
Vif imaging – inhibitors of HIV Vif; HEK293T cells, Vif self-association by quenched fluorescence, imaging, 24 h; hit rate 0.35% among 340,000; AID 602346; inhibition, % at 7.49 µM; in the data active = inhibition above about 50%, passing the limit was not always enough; also: some results filed as inactive read as strong as hits
Shn3 inh set2 – inhibitors of Schnurri-3 3'UTR reporter in osteoblasts | Clone20 osteoblast Shn3 3'UTR firefly luciferase, 24 h | inhibition, % at 12.5 µM | hit rate 0.52% among 360,000 | AID 588674;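 active = mean inhibition of at least 75% with every replicate also reaching 75%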;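 also: 0% = median of neutral control wells and 100% = pilot-screen positive control compound; some compounds past the cut are filed as inactive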
KKLEB tox – counter-screen for CF NF-kB inhibitors: cytotoxicity; KKLEB CF airway cells viability, ATPlite luminescence, overnight; active compounds read low; cells stimulated with P. aeruginosa culture filtrate; activity change (cytotoxicity), % at 5 µM; hit rate 0.36% among 360,000;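 active = corrected activity change at or below -50% at 5 µM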
CaV13 FRET inh – Primary screen for inhibitors of IQ motif and Ca2+-dependent inactivation inhibitor domain binding in CACNA1D, Förster resonance energy transfer in living cells, …; HEK cells, CFP/YFP FRET ICDI-IQ, plate reader, 10 min; percent FRET-ratio fall versus neutral wells; inhibition, % at 12.3 µM; hit rate 0.098% among 340,000;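 active = mean replicate inhibition of at least 30% and at least 1% of replicates passing that level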;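 also: 0% = median of the neutral control wells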
Active calls of the source: *; . = not tested or not shown; & = joins results of further samples.

The opening 2 records, to show the layout:
item	Compound	HIF-2a block	NR2E3 ag-1	NR2E3 ag-2	MITF TRPM1 inh	CF NFkB block	Peg3 promoter	PDI inh	Vif imaging	Shn3 inh set2	KKLEB tox	CaV13 FRET inh
1	Cc1ccc(CNC(=O)CS(=O)(=O)Cc2nc(-c3ccccc3F)oc2C)cc1	-1.6	3.1	1.4	.	-4.2	6.0	.	.	5.3	8.3	20.9
2	C[C@@H]1CN([C@H](C)CO)C(=O)CCCn2cc(nn2)CO[C@H]1CN(C)C(=O)C1CCCCC1	3.9	0.1	.	.	-15.1	-5.1	.	11.1	1.0	1.9	-3.9

Main list, from the start:
item	Compound	HIF-2a block	NR2E3 ag-1	NR2E3 ag-2	MITF TRPM1 inh	CF NFkB block	Peg3 promoter	PDI inh	Vif imaging	Shn3 inh set2	KKLEB tox	CaV13 FRET inh
1	Cc1ccc(CNC(=O)CS(=O)(=O)Cc2nc(-c3ccccc3F)oc2C)cc1	-1.6	3.1	1.4	.	-4.2	6.0	.	.	5.3	8.3	20.9
2	C[C@@H]1CN([C@H](C)CO)C(=O)CCCn2cc(nn2)CO[C@H]1CN(C)C(=O)C1CCCCC1	3.9	0.1	.	.	-15.1	-5.1	.	11.1	1.0	1.9	-3.9
3	O=C(Nc1ccc(F)cc1)C1C2CCC3C(CCC21)C3(Cl)Cl (stereo unspecified)	-13.6	2.3	0.6	-19.3	-10.3	-7.7	-4.3	-0.3	-4.4	9.7	-20.4
4	CCc1nnc(NC(=O)COc2ccc3c(c2)OCO3)s1	-62.6	-0.3	-4.1	-17.0	-12.6	-69.0	5.7	3.7	-16.7	12.9	-7.3
5	O=C(NNC(=O)c1ccc([N+](=O)[O-])cc1)c1ccc(Br)cc1	10.1	6.2	-2.2	1.6	-23.0	-6.8	10.9	9.5	23.0	-9.1	-2.6
6	CC(=O)N1N=C(c2ccc(Cl)cc2)CC1c1ccco1 (stereo unspecified)	-89.0	-13.4	0.5	-10.9	-6.7	-38.3	-6.3	2.0	-18.6	5.3	-3.1
7	Cc1ccc(-c2nc3cnccn3c2Nc2ccc3c(c2)OCO3)o1	-2.9	-20.4	-0.4	.	16.6	-8.4	.	1.4	14.9	9.5	-7.9
8	CC1(C(=O)NS(=O)(=O)c2cccc(OC(F)F)c2)CCN1C(=O)c1cccc(F)c1 (stereo unspecified)	9.7	-10.1	.	.	13.0	11.0	8.1	3.4	-4.2	7.4	-4.0
9	O=C(c1ccco1)N1CCN(C(=O)C2CCCN(S(=O)(=O)c3cccc4nsnc34)C2)CC1 (stereo unspecified)	-12.8	-3.1	2.9	6.0	17.9	8.2	-0.1	-3.9	-6.4	7.8	-8.7
10	COc1ccc(C/C(N)=N/OC(=O)c2cccs2)cc1	-19.8	-39.7	4.7	-2.6	7.1	17.0	2.8	-1.0	-5.7	0.1	-1.8
11	Cc1cc(C)n(S(=O)(=O)c2cc(C(=O)O)c(Cl)cc2Cl)n1	1.9	-14.5	-1.0	-11.6	10.7	6.6	-1.4	13.0	-31.6	-8.6	-7.9
12	O=C(NCC1CCCO1)c1cc2cc(F)ccc2[nH]1 (stereo unspecified)	-43.4	-22.4	1.0	-5.1	2.3	-52.0	-4.7	-7.2	-25.4	-9.2	-5.3
13	C[C@H](CO)N1C[C@H](C)[C@@H](CN(C)CC2CC2)OCc2cnnn2CCCC1=O	-0.4	-3.5	.	.	3.7	-6.1	-1.0	-3.4	4.6	-6.8	-9.8
14	COc1ccc(NC(=O)CCn2cc(C)c3ccccc32)cc1	-148.5	-52.4	-0.1	-72.2	1.6	-112.2	3.5	-0.1	-34.2	-3.9	.
15	O=C(N/C(=C/C=C/c1ccccc1)C(=O)N1CCOCC1)c1ccccc1Cl	1.1	8.5	-1.1	9.5	-1.2	0.2	0.1	-0.9	8.9	6.1	-1.9
16	CCC(CC)=NNC(=O)c1ccccc1OCc1ccc(F)cc1	15.8	-22.9	4.4	14.6	2.9	11.2	3.9	1.9	0.1	-5.7	-7.3
17	O=C(Nc1ccc(C(F)(F)F)cc1Cl)c1ccc(Cn2cc(Br)cn2)o1	-17.2	-9.0	1.4	-11.1	23.2	-4.3	5.6	3.3	2.5	-0.3	-7.5
18	Cc1ccc(Nc2cc(-n3nc(C)cc3C)ncn2)c(C)c1	-43.1	-14.9	2.5	-22.0	-2.1	7.3	0.1	-5.8	5.6	2.0	-8.5
19	O=C(c1ccccc1)c1ccc(C(=O)N2CCN(c3ccccc3Cl)CC2)cc1	11.9	-22.2	2.0	-8.6	18.5	9.1	9.6	.	-19.7	0.6	-5.0
20	CC(C)NC(=O)c1cc(-c2ccc(Br)cc2)on1	-369.9	-104.8	-5.7	-110.8	-9.4	-330.0	-15.5	-5.1	-42.2	-7.2	-8.7
21	COc1ccc(OC)c(NC(=O)c2cccc(N3C(=O)C4C5C=CC(C6CC56)C4C3=O)c2)c1 (stereo unspecified)	1.9	20.6	-1.3	26.2	5.7	30.4	13.7	-5.4	66.0	-8.0	-7.1
22	CCN(CC)C(=O)c1csc(Nc2cccc3ccccc23)n1	-5.7	3.8	-0.4	10.0	12.8	6.0	1.0	-2.1	19.7	-3.2	-4.2
23	CCN(CC)C(=O)C1=C(C)N(CCCOC)C(=O)C(CC(=O)NCCCN(C)C)C1 (stereo unspecified)	5.3	8.3	.	.	-4.3	0.1	3.5	-0.9	-2.9	-4.5	-5.5
24	CCOC(=O)c1ccc(N2C(=O)C(CC(=O)NC)N(CCc3ccc(OC)c(OC)c3)C2=S)cc1 (stereo unspecified)	4.8	-0.9	-2.4	1.1	10.1	6.8	-1.7	6.8&-7.3	5.1&-2.8	-0.4	-3.8
25	COc1ccc(C)cc1NC(=O)NC(C)c1ccc2c(c1)OCO2 (stereo unspecified)	5.4	9.4	5.5	17.0	11.8	-1.0	-0.7	2.0	-13.0	-15.7	-5.8
26	COc1ccccc1CNC(=O)c1cc(C)nc2ccccc12	4.2	5.7	1.7	5.8	-10.3	9.2	3.4	-5.9	16.2	4.2	-4.5
27	COc1ccc(C(=O)N2C(=O)c3ccc(N)cc3C2=O)cc1	-105.6	0.5	-4.9	-1.6	-26.7	-198.4	0.8	3.9	-6.3	2.3	-24.8
28	CCc1ccc(NC(=O)CSc2nc(NS(=O)(=O)c3ccccc3)cc(=O)[nH]2)cc1	17.2	-1.7	.	7.8	1.7	4.6	-4.4	-1.0	-1.8	-4.8	-4.0
29	Cc1cc(NC(=O)/C=C/c2ccccc2Cl)no1	-229.0	-10.5	0.3	-24.6	-6.6	-137.5	-1.8	0.1	-98.6	9.4	-4.6
30	O=[N+]([O-])c1cc([N+](=O)[O-])c(Oc2cccc3c2CCCC3)cc1NN1CCCCC1	12.5	5.5	.	18.3	7.1	17.5	-7.3	-3.8	-10.6	-9.1	-9.2
31	CC1CCCC(C)N1C(=O)CSc1nnc(COc2cccc3cccnc23)o1 (stereo unspecified)	11.5	-13.0	2.7	7.9	10.4	8.2	-1.9	5.7	-1.7	-2.9	-2.3
32	Cc1cccc(-c2noc(CCC(=O)NCC3CCCO3)n2)c1 (stereo unspecified)	-1.6	-23.3	6.0	-18.8	-10.9	-6.1	5.3	16.7	-1.1	16.8	-7.6
33	O=C(CNC(=O)c1ccco1)OCc1cccc(Cl)c1	-6.6	-22.6	-2.5	4.9	-10.7	12.1	-2.0	12.1	3.5	6.7	-3.4
34	CC(C)(C)c1ccc(C(=O)NCCCn2ccnc2)cc1	-8.2	-8.4	1.0	-1.4	10.5	-7.1	-2.9	-13.5	-10.8	5.6	-5.3
35	O=C(NCc1ccc(F)cc1)c1cccc(NC2=NC3CS(=O)(=O)CC3S2)c1 (stereo unspecified)	15.6	-7.2	3.1	.	-28.6	-13.2	.	5.5	-2.7	1.7	-5.2
36	CC(C)(C)NC(=O)CSc1ncnc2c1nnn2Cc1ccccc1Cl	47.9*	-12.4	0.9	11.0	20.4	31.2	2.3	-6.2	-19.5	-5.5	-3.3
37	Cc1ccccc1NC(=O)Cc1ccccc1	6.7	-20.2	-1.9	-5.4	3.6	-0.2	-9.4	-0.6	-92.6	5.1	-5.0
38	NCCc1nnc(SCc2ccccc2F)o1	5.8	-0.1	-1.0	5.8	12.6	-14.8	1.9	2.4	-2.4	-4.5	-2.9
39	COC(=O)c1c(S(N)(=O)=O)c2ccccc2n1C	15.6	-13.1	0.9	7.1	-1.5	11.7	-4.2	6.8	-7.9	4.0	.
40	O=C(CSc1nc2cc3ccccc3cc2[nH]1)Nc1ccc(F)cc1	-194.5	-7.0	1.0	-8.9	-16.6	-32.2	-5.2	1.9	6.0	-20.5	-3.6
41	C=CCc1ccc(OCCCCCN2CCOCC2)c(OC)c1	15.4	-5.5	2.9	-1.6	-6.1	11.9	-1.0	2.7	-2.8	1.0	.
42	COCCNC(=O)CN1N=C(c2ccc(C)cc2)CCC1=O	18.3	-5.5	-4.7	-14.6	-0.8	-0.1	-27.9	-6.5	4.1	-3.5	-18.2
43	CCOc1nc(N2CCOCC2)nc(N2CCOCC2)n1	12.6	-28.0	-1.6	-3.0	-9.2	7.7	-6.1	0.8	-10.0	4.3	-6.3
44	CC(C)(C)NC(=O)CN(C(=O)c1csnn1)c1cccc2c1CCCC2	14.0	-20.8	2.3	10.0	-11.7	2.5	0.5	-11.2	-0.8	11.8	-4.6
45	COCCN(C(=O)c1csnn1)C(C(=O)NC1CCCCC1)c1ccccc1F (stereo unspecified)	5.2	-2.8	1.4	-14.1	-4.0	2.0	0.4	-5.9	9.1	-0.6	-4.9
46	CCCCCCOc1ccc(N2C(=O)CC(SC(=NCC)NCC)C2=O)cc1 (stereo unspecified)	14.5	-24.9	3.9	-7.9	2.1	7.6	1.8	7.2	-18.0	9.5	-6.5
47	Cc1n[nH]c(C)c1CCCCOc1ccccc1	-15.9	-13.3	4.1	5.5	-8.9	-0.8	7.1	6.4	28.9	4.5	-5.1
48	O=C(O)c1cccnc1SCC(=O)C12CC3CC(CC(C3)C1)C2	-12.8	-13.5	-0.4	6.0	13.1	-6.5	-0.9	5.3	-0.8	-10.1	7.9
49	C[C@@H]1CN([C@H](C)CO)C(=O)c2cccc(NC(=O)NC3CCCCC3)c2O[C@@H]1CN(C)C(=O)Nc1ccc(C(F)(F)F)cc1	5.2	-36.5	.	28.7	-26.1	87.7*	0.3	7.4	-2.5	-7.5	.
50	CC(=O)Nc1cccc(NC(=O)CCN2C(=O)c3ccccc3S2(=O)=O)c1	-7.5	-35.9	1.5	-4.5	-13.0	3.1	-3.5	.	15.9	6.2	-8.4
51	COc1ccc(C)cc1NC(=O)c1nn(C)cc1Br	-8.9	-15.1	2.4	1.8	-11.9	-2.0	6.1	0.4	15.4	-8.8	-4.5
52	CN1CCN(CC(=O)Nc2sc3c(c2C(=O)Nc2ccccc2)CCCC3)CC1	10.4	-18.2	-1.2	-21.4	-30.7	6.2	0.6	1.1	5.0	5.7	.
53	CCN(CC)CCSc1nnc2c3ccccc3n(Cc3ccccc3)c2n1	15.2	-9.9	-1.4	3.1	-6.8	15.2	-0.5	-1.2	24.3	-6.5	-4.5
